High-throughput results as filed in PubChem BioAssay.
GLS inh: glutaminase GLS (human) inhibition; GLS enzymatic activity, qHTS titration; Potency, µM (top dose mostly 45.5 µM), for inactives: at the highest dose activity change, negative = inhibition, hits mostly inhibitors; 410,000 tested, 0.21% active; AID 624170; also: potency is read from the fitted curve at half-maximal effect; % is scaled to controls: 0 for no effect and ±100 for the full control effect
Target sequence (O94925 whole entry, looked up): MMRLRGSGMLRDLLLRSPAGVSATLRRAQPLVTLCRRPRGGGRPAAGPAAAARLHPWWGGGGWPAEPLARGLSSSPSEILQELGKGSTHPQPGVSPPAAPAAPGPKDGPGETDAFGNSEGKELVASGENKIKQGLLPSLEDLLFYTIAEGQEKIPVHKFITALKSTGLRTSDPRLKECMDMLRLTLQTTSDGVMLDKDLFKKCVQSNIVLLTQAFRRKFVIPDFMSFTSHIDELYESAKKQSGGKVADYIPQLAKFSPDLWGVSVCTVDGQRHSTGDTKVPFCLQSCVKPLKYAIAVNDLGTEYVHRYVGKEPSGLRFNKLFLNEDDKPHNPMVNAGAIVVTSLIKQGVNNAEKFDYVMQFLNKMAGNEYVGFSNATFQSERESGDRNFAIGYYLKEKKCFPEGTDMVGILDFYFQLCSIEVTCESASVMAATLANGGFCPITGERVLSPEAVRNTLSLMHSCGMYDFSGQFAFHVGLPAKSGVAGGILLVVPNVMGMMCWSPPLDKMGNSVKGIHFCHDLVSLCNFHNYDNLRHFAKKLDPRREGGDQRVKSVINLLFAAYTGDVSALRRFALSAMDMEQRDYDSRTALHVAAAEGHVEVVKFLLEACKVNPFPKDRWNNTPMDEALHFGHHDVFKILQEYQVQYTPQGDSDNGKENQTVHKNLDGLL
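Enzyme dispensed in phosphate buffer (45 mM, pH 8.2, 0.02% Tween-20), compounds pinned in, then 1 mM L-glutamine solution and the glutamate oxidase–HRP–Amplex Red mix added; fluorescence read immediately and again after 30 min at room temperature.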
PI4K2A block: inhibitors of human PI4K2A; Q9BTU6; purified PI4K2A, ADP-Glo luminescence, 1 h; hits give low values; activity change, negative = inhibition, % at 76.9 µM; 420,000 tested, 0.13% active; AID 1346378; in the data active = activity change below about -50%; inconclusive = mostly about -30% to -49%;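 also: -100% = wells without enzyme as full effect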
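ADP-Glo luminescence measured ADP generated by PI4K2A enzyme (4 ug/mL before mixing) with 1.2 mM PI substrate (pre-mix) and 300 microM ATP (pre-mix). Tris pH7.5 buffer with MgCl2, Triton X-100; 1 h reaction at ambient temperature.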
G9a block: G9a (human) methyltransferase inhibition; G9a H3K9 monomethylation, AlphaScreen, 2 h; Potency, µM (doses to about 102 µM), inactives show top-dose activity, negative = inhibition, most hits filed as inhibitors; 350,000 tested, 8.8% active; AID 504332; also: potency is read from the fitted curve at half-maximal effect; % is scaled to controls: 0 for no effect and ±100 for the full control effect; nearly all actives have a fitted effect of over 75% in size
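Compounds were preincubated with 20 nM G9a for 15 min, after which biotinylated H3K9 peptide (500 nM) and SAM (20 uM) started a 2 h room-temperature reaction. Monomethylated product was quantified by antibody-based AlphaScreen chemiluminescence.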
BAZ2B inh: BAZ2B (human) inhibition; AlphaScreen BAZ2B-H3K14Ac peptide displacement; Potency, µM (doses to about 114 µM), without a hit: at the highest dose activity change, negative = inhibition, actives largely listed as inhibitors; AID 504333; 360,000 tested, 4.4% active; also: potency is read from the fitted curve at half-maximal effect; % is scaled to controls: 0 for no effect and ±100 for the full control effect; nearly all actives have a fitted effect of over 60% in size
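Protein-peptide AlphaScreen: BAZ2B 50 nM, b-H3K14Ac 50 nM, 1x PBS pH 7.4 + 0.01% Tween-20. Preincubation 30 min RT; cpd 30 min RT (top 110 uM); beads 20 min RT, light-protected.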
JMJD2A Tudor inh: blocks the human JMJD2A Tudor domain; O75164; AlphaScreen JMJD2A-Tudor / H3K4me3 peptide binding; Potency, µM (series often up to 114 µM), without a hit: at the highest dose activity change, negative = inhibition, hits mostly inhibitors; 390,000 tested, 4.4% active; also: potency is read from the fitted curve at half-maximal effect; % is scaled to controls: 0 for no effect and ±100 for the full control effect; nearly all actives have a fitted effect of over 50% in size
HP1b binding inh: inhibitors of HP1-beta chromodomain binding to methylated histone tails | P83916 | AlphaScreen HP1-beta / biotin-H3K9me3 peptide binding | Potency, µM (top dose mostly 114 µM), inactives show top-dose activity change, negative = inhibition, most hits filed as inhibitors | 390,000 tested, 0.56% active | AID 540317; also: potency is read from the fitted curve at half-maximal effect; nearly all actives have a fitted effect of over 70% in size; inactives centre near 23
Target sequence (P83916 whole entry, looked up): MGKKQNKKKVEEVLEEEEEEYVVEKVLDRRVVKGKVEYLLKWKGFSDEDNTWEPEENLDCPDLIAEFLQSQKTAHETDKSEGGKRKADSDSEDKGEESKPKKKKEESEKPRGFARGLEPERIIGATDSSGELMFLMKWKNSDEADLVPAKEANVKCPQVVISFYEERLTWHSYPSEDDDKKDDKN
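AlphaScreen: HP1-beta (50 nM) preformed 30 min with biotin-H3(1-18)K9me3 peptide (50 nM) in PBS pH 7.4, 0.01% Tween-20. Compound added for 30 min at RT, then streptavidin donor/nickel chelate acceptor beads (10 ug/mL) for 30 min.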
Pin1 inh: inhibitors of human Pin1; Q13526; Pin1 FP peptide displacement, HiFluor488, 10 min; Potency, µM (titrated, usually from 115 µM), inactives show at the top dose activity, negative = inhibition, most hits filed as inhibitors; 390,000 tested, 0.009% active; active = well fitted inhibition curve with a large enough effect in the polarisation, with a control signal flat, not every such curve was filed as active; inconclusive = small, poorly fitted or top-dose-only effect, or effect the other way, or a change in a side signal; inactive = no such curve, though single readings can be large or run the other way; the % refers to the polarisation; also: potency is read from the fitted curve at half-maximal effect; % is scaled to controls: 0 for no effect and ±100 for the full control effect
Target sequence (Q13526 whole entry, looked up): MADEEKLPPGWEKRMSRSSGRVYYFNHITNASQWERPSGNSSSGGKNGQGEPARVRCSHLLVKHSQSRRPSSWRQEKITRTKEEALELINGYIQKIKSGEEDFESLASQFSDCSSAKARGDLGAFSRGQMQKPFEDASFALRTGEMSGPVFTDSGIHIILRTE
PGK inhibitor: blocks T. brucei phosphoglycerate kinase; AID 602233; P07378; 380,000 tested, 0.043% active; Potency, µM (titrated, usually from 57.5 µM), without a hit: top-dose activity change, negative = inhibition, actives largely listed as inhibitors; PGK/GAPDH coupled, Kinase-Glo luminescence, 60 min; also: potency is read from the fitted curve at half-maximal effect; % is scaled to controls: 0 for no effect and ±100 for the full control effect; nearly all actives have a fitted effect of over 60% in size
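Recombinant glycosomal PGK reaction used 1,3-bisphosphoglycerate generated in-well by GAPDH (100nM final) in 100mM TEA pH 7.6, 5mM MgCl2, 0.01% Tween-20. After 60 minutes at room temperature, ATP was read by Kinase-Glo Plus luminescence end-point.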
POLH inh: blocks human DNA polymerase eta activity. Potency, µM (top dose mostly 114 µM), inactives show at the top dose activity change, negative = inhibition, hits mostly inhibitors. recombinant Pol eta, fluorescent DNA replication assay. 390,000 tested, 1.2% active; also: potency is read from the fitted curve at half-maximal effect; % is scaled to controls: 0 for no effect and ±100 for the full control effect
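Pol eta (10 nM) was preincubated with compounds for 15 min at room temperature, after which fluorescent replication substrate (50 nM final) was added to start the reaction. Fluorescence was read kinetically at 0 and 10 min.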
* = called active by the depositor; i = inactive; u = inconclusive; x = not tested or not shown; & = joins results of further samples; [ ] = remark or other dose. Unless noted, calls follow the shape of the dose curve; as a rule, active = well fitted curve in the direction sought with a large enough effect; inconclusive = small, poorly fitted or top-dose-only effect, or another doubt; inactive = no such curve, though single readings can be large; an effect the other way counts as inactive or inconclusive. These rows are one share of the data; rates above refer to the full screens.

SMILES | GLS inh | PI4K2A block | G9a block | BAZ2B inh | JMJD2A Tudor inh | HP1b binding inh | Pin1 inh | PGK inhibitor | POLH inh
CC1CCN(C(=O)c2[nH]cnc2C(=O)NCc2ccc(CNC(=O)OC(C)(C)C)cc2)CC1 | 1% | -4 | 21%[2.33 µM] | -10% | -20% | 30% | 2% | -7% | -19%
CC1=C[C@H]2OC(=O)[C@@H](C)[C@H]2C[C@@H]2[C@H]1C[C@@H](O)[C@@]2(C)O | -1% | 3 | 28%[59 µM] | 21% | -9% | 38% | -1% | 7% | -6%
Cc1ccc(C(=O)N(CCC2=CCCCC2)c2c(N)n(Cc3ccccc3)c(=O)[nH]c2=O)o1 | 1% | -2 | 22%[2.33 µM] | 1% | -12% | 33% | 15% | 5% | -24%
CC/C(CC(C)(C)c1ccccc1)=N\O | 6% | -3 | 22%[59 µM] | 0% | 14% | 18% | -1% | -11% | -2%
Cc1ccc(COc2coc(CO)cc2=O)cc1 | -1% | 3 | 17% | -4% | -7% | 10% | -7% | 10% | -9%
CCOC(=O)C1CCN(C(=O)CN2C(=O)NC3(CCCCC3)C2=O)CC1 | -3% | -1 | 12%[12.7 µM] | 8% | -5% | 37% | -1% | -9% | 3%
COc1ccc(C2Nc3ccccc3C(=O)N2Cc2ccco2)cc1COc1ccccc1F (stereo not given) | 0% | -3 | -42%[59 µM] | -6% | -10% | 13% | 37%[activator] | 0% | -15%
COc1ccc(-c2nnc(SCc3cccc(C)c3)n2N)cc1 | x | 8 | 16%[59 µM] | 2% | 17% | 18% | -8% | -10% | 0%
CCn1c(=O)n(CC)c2cc(S(N)(=O)=O)ccc21 | 2% | -1 | -9% | 9% | -15% | 29% | 0% | -3% | -22%
O=S(=O)(c1ccc2c(c1)CCN2)N1CCCCCC1 | -9% | 2 | -3%[59 µM] | -13% | -23% | 6% | -2% | -7% | -7%
Cc1oc2ccc(O)c(CN3CCCC(C)C3)c2c1C(=O)Nc1ccccc1 (stereo not given) | 10% | 2 | 5%[59 µM] | -11% | -16% | 32% | -6% | -8% | -29%
Nc1cc(=O)[nH]c(SCC(=O)Nc2ccc(Cl)c(Cl)c2)n1 | 10% | -3 | 17%[59 µM] | 3% | -15% | 21% | 6% | -1% | -13%
Cc1ccccc1C(=O)NC1CCN(C(=O)Nc2ccc(F)cc2)CC1 | -1% | 0 | -11% | -3% | -3% | 13% | 3% | i | 2%
CS(=O)(=O)NCCOc1ccc(S(=O)(=O)NCCOc2ccccc2)cc1 | 10% | 3 | -7% | 1% | -14%[11.4 µM] | 22% | -2% | -8% | -14%
CCC[C@@H](CN1CCC[C@H]1CN1C(N)=NC[C@@H]1Cc1ccccc1)N1C[C@@H](Cc2ccccc2)N(CCCC2CCCC2)C1=N | -4% | 3 | x | x | -33% | 22% | -4% | -15% | -19%
Cc1ccc(C(=O)N/C(=C\c2cn(C)c3ccccc23)C(=O)NCCN2CCOCC2)cc1 | 7% | -1 | 17%[0.0925 µM] | -35% | -21% | 18% | 32%[activator] | 1% | -4%
O=C(NCCCc1ccccc1)C1CCN(S(=O)(=O)c2ccc(F)cc2)CC1 | 1% | 5 | 74%[activator] | -1% | -20% | 9% | 2% | 0% | -8%
CC(=O)Nc1ccc(S(=O)(=O)NCc2ccccn2)cc1 | 9% | 2 | 13%[59 µM] | 6% | 5µM* | -4% | 1% | -4% | -1%
Nc1ccccc1SC(CC(=O)c1ccccc1)c1ccccc1 (stereo not given) | -3% | -6 | x | x | x | x | x | -3% | -5%
Cc1ccc(CNC(=O)[C@@H](NC(=O)C2CCN(C(=O)[C@@H]3CCCN3)CC2)C(C)C)cc1 | -2% | -3 | -10%[12.7 µM] | 3% | -10% | 50%[activator] | -7% | 0% | -13%
COc1ccc(N2CCN(C(=O)COC(=O)c3cc(S(=O)(=O)N(C)C)ccc3N3CCCC3)CC2)cc1 | 22% | 0 | u | -32% | u | 0% | 0% | -6% | -12%
O=C(C1=C[C@H](c2ccc(Br)cc2)C[C@H](OCCCCO)O1)N1CCN(Cc2ccc3c(c2)OCO3)CC1 | 7% | 2 | u | u | u | -2% | u | 13% | -12%
CC1CCN(C(=O)CSc2nnc(CNC(=O)c3c(F)cccc3F)o2)CC1 | 5% | 3 | 32% | 4% | 3% | 35% | -1% | 4% | -20%
O=C(NCCCN1CCCCC1)c1sc2ncccc2c1-n1cccc1 | -14% | -7 | -2%[59 µM] | -13% | -23% | 4%[57 µM] | -2% | 6% | -15%
COc1ccc(C2NC(=O)N(C)C3=C2C(=O)N(c2ccc(C)cc2)C3)cc1 (stereo not given) | 1% | -3 | 2%[59 µM] | -12% | -6% | 18% | 2% | -3% | -4%
CCS(=O)(=O)NCC(c1ccco1)N1CCN(c2ccccc2F)CC1 (stereo not given) | 8% | -3 | 3%[59 µM] | 1% | -23% | 10% | 3% | i | -12%
CC1N(C)c2cc(NC(=O)c3ccco3)ccc2C1(C)C (stereo not given) | 35%[activator] | u | u | 50µM* | u | -11% | u | 6% | u
Nc1c(C(=O)Nc2cccc(F)c2)nnn1-c1cccc(C(F)(F)F)c1 | -5%&-10% | -1&0 | -1%&17%[59 µM] | -4%&1% | 6%&-11% | 40%&-5% | 1%&2% | -9%&-4% | -15%&-19%
CSc1nc2sc3c(c2c(=O)n1C)CCCC3 | 3% | -2 | 16%[59 µM] | 10% | -8% | 30% | 8% | 2% | 0%
CCN(CC)S(=O)(=O)c1ccc(C(=O)/C=C/c2ccc(-c3ccc([N+](=O)[O-])cc3)o2)cc1 | 0% | 1 | u | -26% | -6% | 27% | u | -1% | -15%
Cc1cccc(C(=O)c2cnc3ccccc3c2-c2ccccc2)c1 | -2% | -1 | u | 56%[activator] | 11% | 55%[activator] | -2% | 7% | -25%
O=C(Nc1ccc(C(=O)N2CCOCC2)cc1)c1cccc([N+](=O)[O-])c1 | 0% | 5 | 13% | 4% | -10% | 14%[57 µM] | 3% | -9% | 1%
CC1CCC2(CC1)Nc1ccccc1C(=O)N2c1ccccc1 (stereo not given) | -6% | 3 | 71µM* | 5% | -15% | 19% | -2% | -3% | -6%
COc1ccc(NC(=O)CCNS(=O)(=O)c2cc(Br)cnc2N)cc1OC | 2% | -6 | -7% | -22% | -19% | 29% | -8% | -7% | -7%
CC1=C(C(=O)Nc2cccc(F)c2)C2(CCCCC2)OC1=O | 1% | -5 | -2%[59 µM] | 6% | 3% | 2% | 1% | 0% | -10%
CC(Sc1nnc(CNC(=O)c2ccco2)n1C)C(=O)Nc1nccs1 (stereo not given) | 13% | 2 | -48% | 6% | -15% | -4% | 2% | -15% | -13%
COc1ccc(NC(=O)N(C)C[C@@H]2OCc3cnnn3CCCC(=O)N([C@@H](C)CO)C[C@H]2C)c(OC)c1 | 23% | -2 | x | x | x | x | x | 4% | -4%
CCOc1cc(/C=C/c2ccc3cccc([N+](=O)[O-])c3n2)ccc1O | -2% | -2 | -19%[59 µM] | u | u | u | -5% | 3% | -19%
CC(Sc1cnccn1)C(=O)O (stereo not given) | 3% | 1 | -11%[59 µM] | u | 6%[57.1 µM] | 58%[activator] | 2% | i | -13%
COC(=O)C[C@H]1C[C@@H]2c3cc(N(C)C)ccc3O[C@@H]2[C@H](CO)O1 | 24% | 1 | x | x | x | x | x | -4% | -14%

Three records drawn at random from those above, as already listed:
SMILES | GLS inh | PI4K2A block | G9a block | BAZ2B inh | JMJD2A Tudor inh | HP1b binding inh | Pin1 inh | PGK inhibitor | POLH inh
CSc1nc2sc3c(c2c(=O)n1C)CCCC3 | 3% | -2 | 16%[59 µM] | 10% | -8% | 30% | 8% | 2% | 0%
O=C(NCCCN1CCCCC1)c1sc2ncccc2c1-n1cccc1 | -14% | -7 | -2%[59 µM] | -13% | -23% | 4%[57 µM] | -2% | 6% | -15%
COc1ccc(NC(=O)N(C)C[C@@H]2OCc3cnnn3CCCC(=O)N([C@@H](C)CO)C[C@H]2C)c(OC)c1 | 23% | -2 | x | x | x | x | x | 4% | -4%

Other results
SMILES | GLS inh | PI4K2A block | G9a block | BAZ2B inh | JMJD2A Tudor inh | HP1b binding inh | Pin1 inh | PGK inhibitor | POLH inh
CCC(=O)Nc1c(-c2ccccc2Cl)c(=O)c2ccccc2n1C | -10% | 4 | 28% | -1% | 3% | 64%[activator] | -1% | x | -16%
COc1ccc(Br)cc1C(=O)O | 14% | 0 | -13%[59 µM] | -34% | -1% | 22% | -3% | -5% | -13%
O=C(NCc1ccccn1)c1cccc(S(=O)(=O)NCc2ccccc2)c1 | 2% | -2 | 15% | 56µM* | -13% | 45%[activator] | 4% | 0% | -12%
Cc1ccc(N(CC(=O)NC(C)C)C(=O)CCC(=O)Nc2nccs2)cc1C | -1% | -1 | 22% | -3% | -1% | 39% | -10% | -9% | -7%
Cc1cc(Cl)c(OCCOCCN2CCNCC2)c(Cl)c1 | 2% | -6 | x | x | -5% | 31% | 0% | -3% | -10%
N#CCSc1nc(Nc2ccc3c(c2)OCO3)c2ccccc2n1 | 15% | 0 | 11%[59 µM] | -9% | -28% | 19% | 3% | -4% | -15%
N#Cc1cn(-c2ccccc2)nc1C(=O)c1ccccc1 | 15% | 2 | 27%[12.7 µM] | -1% | 4% | 34% | 2% | 6% | -16%
COc1cc(NC(=O)c2ccc3nsnc3c2)cc(OC)c1OC | -6% | 5 | u | u | -25% | 0% | 2% | -3% | -2%
CCOC(=O)c1ccc2[nH]c3ccccc3c2c1 | 16% | -4 | 1% | 1% | -8% | 14% | 5% | 3% | -18%
O=C(CCCSc1nc2ccccc2s1)NCc1ccc2c(c1)OCO2 | 3% | -3 | 19%[59 µM] | 0% | 8% | 31% | 1% | -12% | -21%
